Source: PubChem (several laboratories)
L major viab – inhibitors of Leishmania major promastigote growth; 200,000 tested, 9% active; AID 1063; inhibition, % at 10 µM; Leishmania major promastigotes, resazurin fluorescence viability; in the data active means inhibition above about 50%;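 further: promastigotes grown with compound for 44 hours at 28 °C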
TNAP inh no acc – inhibitors of human TNAP without phosphate acceptor | inhibition, % at 20 µM | purified TNAP, CDP-star luminescence, 30 min | P05186 | 200,000 tested, 0.26% active;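 active means tissue-nonspecific alkaline phosphatase inhibition above about 50% at 20 µM in the single-dose screen, limit read from the data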;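 further: 0% = DMSO negative control and 100% = EDTA positive control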
Target sequence (P05186 whole entry, looked up): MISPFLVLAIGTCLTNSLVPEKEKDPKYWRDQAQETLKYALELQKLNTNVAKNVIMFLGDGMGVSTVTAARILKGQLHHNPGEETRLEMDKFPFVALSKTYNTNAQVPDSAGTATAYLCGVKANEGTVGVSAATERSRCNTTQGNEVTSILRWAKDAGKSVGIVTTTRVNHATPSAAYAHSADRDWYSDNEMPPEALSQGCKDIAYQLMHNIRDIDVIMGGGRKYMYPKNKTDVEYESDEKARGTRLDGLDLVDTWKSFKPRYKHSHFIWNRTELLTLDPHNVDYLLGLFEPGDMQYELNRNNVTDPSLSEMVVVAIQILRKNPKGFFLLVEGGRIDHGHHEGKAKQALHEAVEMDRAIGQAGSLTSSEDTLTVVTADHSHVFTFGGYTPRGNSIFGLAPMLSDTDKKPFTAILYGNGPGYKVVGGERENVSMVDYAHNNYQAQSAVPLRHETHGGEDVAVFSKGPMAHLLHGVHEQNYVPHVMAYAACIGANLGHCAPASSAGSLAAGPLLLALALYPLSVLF
TNAP inh hiacc – blocks human TNAP under high phosphate acceptor concentration; 200,000 tested, 0.03% active; purified TNAP, CDP-star luminescence, 1 M DEA; P05186; inhibition, % at 20 µM;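 active means over 50% inhibition of tissue-nonspecific alkaline phosphatase at 20 µM in the single-dose screen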;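 further: plate controls were DMSO wells for no effect and EDTA-quenched wells as full inhibition for full effect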
FLuc inhib CS – inhibits firefly luciferase, flagging false hits in luciferase inhibition screens | P08659 | ATPLite firefly luciferase biochemical luminescence, 10 min | inhibition, % at 10 µM | 200,000 tested, 1.5% active;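 active means inhibition above about 50% when tested at 10 µM, limit read from the data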
Target sequence (P08659 whole entry, looked up): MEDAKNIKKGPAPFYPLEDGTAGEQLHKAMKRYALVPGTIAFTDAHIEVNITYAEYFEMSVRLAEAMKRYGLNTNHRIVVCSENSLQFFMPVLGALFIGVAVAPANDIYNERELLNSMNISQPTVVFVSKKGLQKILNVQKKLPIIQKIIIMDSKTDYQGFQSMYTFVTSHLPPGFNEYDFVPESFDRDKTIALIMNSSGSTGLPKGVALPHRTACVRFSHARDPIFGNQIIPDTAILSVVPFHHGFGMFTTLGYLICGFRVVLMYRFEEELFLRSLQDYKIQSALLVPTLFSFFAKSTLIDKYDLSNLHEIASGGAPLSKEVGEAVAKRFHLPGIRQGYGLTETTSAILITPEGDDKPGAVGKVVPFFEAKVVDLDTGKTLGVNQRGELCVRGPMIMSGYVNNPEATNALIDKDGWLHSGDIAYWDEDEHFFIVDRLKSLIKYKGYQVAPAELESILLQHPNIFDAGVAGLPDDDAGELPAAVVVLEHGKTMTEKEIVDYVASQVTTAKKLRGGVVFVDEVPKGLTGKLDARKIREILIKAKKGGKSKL
bIAP inh – intestinal alkaline phosphatase (bovine) inhibition; purified bovine IAP, CDP-star luminescence, 30 min; inhibition, % at 20 µM; AID 1019; 190,000 tested, under 10 active;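 active means over 50% inhibition of intestinal alkaline phosphatase at 20 µM in the single-dose screen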
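Assay system: bovine IAP enzyme; medium: DEA buffer 100 mM, pH 9.8, with MgCl2 1.0 mM, ZnCl2 0.02 mM; doses: 20 µM single dose; incubation: enzyme reaction for 30 min at room temperature; detection: CDP-star luminescence signal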
TNAP act hiacc – increases human TNAP activity under high phosphate acceptor concentration | P05186 | purified TNAP, CDP-star luminescence, 1 M DEA, 30 min; active compounds read high; 0 = EDTA background, 1 = DMSO-only activity | activation factor at 20 µM | 200,000 tested, under 10 active | AID 1136;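 active means activation factor at least 2 at 20 µM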
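Test system – human TNAP · Doses – 20 µM single point · Incubation – 30 min, room temperature · Signal – luminescent substrate turnover signal · Read-out basis – activation factor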
bIAP act – intestinal alkaline phosphatase (bovine) activation; purified bovine IAP, CDP-star luminescence, 30 min; active compounds read high; fold of DMSO-control signal, blank-subtracted; activation factor at 20 µM; 200,000 tested, 0.17% active; AID 1016;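 active means activation factor of 2 or more at 20 µM, a signal rise over negative controls twice the positive control's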
RAM inhibit – blocks the yeast RAM network; S. cerevisiae dse1pr::URA3 reporter, 5-FOA growth OD615, 2 d; analog-sensitive cbk1-as2 kinase mutant strain; inhibition, % at 50 µM; 190,000 tested, 1.8% active;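 active means inhibition above a set limit, 3 SD over mean compound inhibition, cut at about 8.4% in these data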;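 further: 0% = DMSO-only wells with no growth and 100% = 10 µM 1-NA-PP1 full growth; inhibition rescues growth on 5-FOA so higher OD means more RAM inhibition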
APP 5UTR inh – APP translation inhibition; 190,000 tested, 0.82% active; AID 1285; inhibition, % at 2 µM; SH-SY5Y APP 5'UTR-luciferase reporter, luminescence;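 active means inhibition above a set limit, derived from the sample mean plus 3 SD, cut at about 45% in these data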; further: values of inactives mirror those of a sister screen read the other way
FLuc act counter – firefly luciferase counter-screen for stimulation assays; P08659; ATPlite luciferase biochemical, luminescence, 10 min; 0 = ATP-free wells, 1 = DMSO control; activation factor at 10 µM; 200,000 tested, under 10 active; AID 1027;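 active means luciferase activation factor, scaled between plate controls, of at least 2 with compound at 10 µM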
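Material: Luciferase/luciferin reagent mix; Doses: test compounds dosed from 2 mM stocks in 100% DMSO; Schedule: 10 min incubation after luciferase reagent addition, room temperature; Measured by: luminescence from luciferase reaction; Read-out: luminescence gain marking luciferase activators.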
An asterisk follows results filed as active; / = not tested or not shown.

SMILES	L major viab	TNAP inh no acc	TNAP inh hiacc	FLuc inhib CS	bIAP inh	TNAP act hiacc	bIAP act	RAM inhibit	APP 5UTR inh	FLuc act counter
CC(C)NCC(O)COCCOc1ccc(Br)cc1 (stereo not given)	13	0	0	-9	-1	1	1	-1.1	-3	1.1
CC(C)(C)C(=O)CNS(=O)(=O)c1ccc(S(=O)(=O)NC2CCCC2)cc1	15	1	1	-2	21	1	0.8	0.9	0	1
CCOC(=O)C1=C(c2ccccc2)N(C)C(=O)NC1c1ccc(OC(F)F)c(OC)c1 (stereo not given)	20	-8	1	-1	6	1	0.9	2.3	-11	1
Cc1sc(NC(=O)C2CCCC2)c(C#N)c1C	-8	-5	1	2	12	1	0.9	2.9	-33	1
O=C(N/N=C\c1ccc(O)c([N+](=O)[O-])c1)c1ccccc1-n1cccc1	13	4	12	-4	-7	0.9	1.1	-0.9	-1	1
CC1(C)c2ccccc2N2CCC(=O)NC21/C=C/c1ccco1 (stereo not given)	7	-5	-8	-12	0	1.1	1	1.8	-9	1.1
O=C(O)c1cc(S(=O)(=O)N2CCCCC2)sc1Cl	-5	-3	0	-2	12	1	0.9	-0.4	15	1
Cc1c(NC(=O)C(C#N)=C2CCCCC2)c(=O)n(-c2ccccc2)n1C	-6	-17	-6	-7	6	1.1	0.9	0.8	5	1.1
Cc1cc(NS(=O)(=O)c2ccc(Nc3nc(-c4sc(NC(=O)c5ccccc5)nc4C)cs3)cc2)no1	-12	-5	-1	-2	-8	1	1.1	5.8	-19	1
CC1CC(C)CN(CCOc2cccc(Cl)c2Cl)C1 (stereo not given)	91*	-9	-4	-4	3	1	1	-0.4	-2	1
COc1ccc(-c2nc(-c3cccc(C)c3)nc(N3CCN(C)CC3)c2C#N)cc1	86*	3	-2	-7	3	1	1	5.0	10	1.1
CCN(CC)Cc1nc2sc(C)c(C)c2c(=O)[nH]1	-7	-6	1	-1	-10	1	1.1	2.3	-27	1
CCCC(=O)Nc1ccc(Cl)c(NC(=S)NC(=O)C(C)C)c1	100*	-2	-3	-5	-6	1	1.1	2.8	24	1.1
CCCOCC1CC(CCc2nc(=S)[nH][nH]2)C(=O)O1 (stereo not given)	-5	-34	-7	-4	11	1.1	0.9	0.4	-3	1
O=C(Nc1ccccc1C(=O)N1CCOCC1)c1ccc(CSc2ccccc2)cc1	15	-8	1	-3	-7	1	1.1	1.0	6	1
Cc1nn(C)c(C)c1S(=O)(=O)N1CCC(C(=O)Nc2ccc3c(c2)OCCO3)CC1	-11	-19	-7	2	-2	1.1	1	-0.1	-41	1
CC(=O)N(c1ccc(Cl)cc1)c1nc(C)cc(C)c1C#N	6	-11	-6	-5	-9	1.1	1.1	-1.1	-1	1.1
CN(C)c1nc(N)c2ncc(=S)[nH]c2n1	-7	-5	-1	-1	7	1	0.9	2.6	-1	1
COc1ccc(N(C(C)=O)C2C=CS(=O)(=O)C2)c(OC)c1 (stereo not given)	-4	2	-5	0	4	1	1	0.3	-6	1
O=C(Cn1cnc2cc([N+](=O)[O-])ccc2c1=O)NC(c1ccccc1)c1ccccc1	12	-13	1	-9	4	1	1	5.0	-10	1.1
O=C(NCCc1ccccc1)C1CCC(Cn2c(=O)c3ccccc3n(Cc3cccnc3)c2=O)CC1 (stereo not given)	73*	0	5	-6	-9	0.9	1.1	1.4	2	1.1
CCOc1ccc(-c2nnn(CC(=O)NCc3cccs3)n2)cc1	-5	-5	1	3	2	1	1	1.4	12	1
CCCCC(=O)NS(=O)(=O)c1ccc(N=NN2CCOCC2)cc1	14	-14	-2	-4	3	1	1	-0.2	4	1
CC(Cl)C(=O)NNC(=O)CNS(=O)(=O)c1ccccc1 (stereo not given)	4	37	2	0	-24	1	1.2	1.2	-14	1
O=c1cc(CN2CCN(S(=O)(=O)/C=C/c3ccccc3)CC2)c2ccc(O)cc2o1	68*	-6	3	-2	2	1	1	2.5	3	1
Further compounds
SMILES	L major viab	TNAP inh no acc	TNAP inh hiacc	FLuc inhib CS	bIAP inh	TNAP act hiacc	bIAP act	RAM inhibit	APP 5UTR inh	FLuc act counter
CCn1cc(C(=O)N2CC(C)CC(C)C2)c(=O)c2cc(S(=O)(=O)N3CCOCC3)ccc21 (stereo not given)	-6	-6	-3	-3	-14	1	1.1	1.0	-7	1
CCc1nn2cc(-c3ccccc3)nc2s1	-6	-12	-2	89*	8	1	0.9	-1.0	-153	0.1
O=C(CSc1nc(-c2ccccc2)nc2c1Cc1ccccc1O2)Nc1ccc(C(=O)O)cc1	-11	-19	-3	12	1	1	1	1.7	-8	0.9
COc1ccccc1N1CCN(C(=O)c2cn(-c3ccccc3)nc2-c2cccnc2)CC1	84*	-7	-1	28	3	1	1	1.7	4	0.7
CCOc1ccc(NS(=O)(=O)c2ccc(NC(=S)NC(=O)CC(C)C)cc2)cc1	98*	-1	-7	-8	37	1.1	0.6	12*	-8	1.1
CCOc1ncccc1C(=O)Nc1ccc(F)c(Cl)c1	-4	-9	-3	-1	4	1	1	5.1	5	1
COC(=O)c1sccc1OC(C)C(C)=O (stereo not given)	-4	-7	0	-1	-5	1	1	0.3	5	1
COc1cccc(/C=N\NC(=O)C2=NNC(=O)C2C)c1O (stereo not given)	-7	-188	-1	84*	1	1	1	2.8	-73	0.2
COc1nc2cc(C)ccc2cc1-c1noc(-c2cccnc2)n1	/	-12	-9	-6	-1	1.1	1	/	/	1.1
COc1ccc2c(c1)N(C)C(=O)CC(c1ccccc1)=N2	-3	-7	4	-7	1	1	1	-1.3	-1	1.1
O=C(NCc1ccccc1)C1CCCN(C(=O)Nc2ccccc2)C1 (stereo not given)	-5	-9	-4	5	9	1	0.9	1.4	-1	0.9
c1ccc(Cc2cc[n+](Cc3ccccc3)cc2)cc1	52*	-11	-6	-3	13	1.1	0.9	4.2	-12	1
CN(C)S(=O)(=O)c1cccc(NC(=O)COC(=O)/C=C/c2cccs2)c1	-5	-2	2	-2	19	1	0.8	0.9	10	1
O=C(NNc1nc(-c2ccccc2)cs1)c1ccccc1	-1	-8	-2	-1	-30	1	1.3	2.1	3	1
CC(C)c1ccc(NC(=O)C2CCCN(S(=O)(=O)c3cnc[nH]3)C2)cc1 (stereo not given)	-6	-11	-6	-2	10	1.1	0.9	0.8	4	1
CC1=C(C(=O)OCC2CCCO2)C(c2ccccc2)NC(=O)N1 (stereo not given)	-3	-8	-2	-4	7	1	0.9	0.5	5	1
COc1ccc(-c2coc3cc4oc(=O)cc(-c5ccccc5)c4cc23)cc1F	11	-4	1	-2	-14	1	1.1	7.4	90*	1
Cc1ccc(CCN2CC(C(=O)NCCCN(C)Cc3ccccc3)CC2=O)cc1 (stereo not given)	6	-2	5	-3	-11	1	1.1	0.0	/	1
CNC(=O)CS(=O)(=O)CC(=O)Nc1cc(OCCOC)c(Cl)cc1Cl	-2	-12	-7	-6	-1	1.1	1	2.0	-10	1.1
COc1cccc2c3c(c(C)nc12)CCN3c1ccccc1	78*	-2	-4	-6	13	1	0.9	0.5	10	1.1
CCOc1ccc2nc(N3CCC(C(=O)N4CCN(C5CCCCC5)CC4)CC3)sc2c1	95*	8	0	26	-15	1	1.1	1.4	-12	0.7
COc1ccccc1CNC(=O)C1CCN(S(=O)(=O)c2ccc3c(c2)OCCCO3)CC1	-4	-10	-4	-1	-18	1	1.2	0.4	0	1
CCC(=O)n1nc(-c2cccnc2)nc1NCc1ccccc1	1	12	-1	-6	2	1	1	0.1	2	1.1
CCN1CCCC1CNC(=O)C1c2cc(OC)c(OC)cc2C(=O)N(C)C1c1cccnc1 (stereo not given)	-4	-17	-10	-5	2	1.1	1	2.7	-1	1.1
CCCn1nc(NC(=O)c2ccccn2)c2cc3cc(C)ccc3nc21	0	-3	-4	6	0	1	1	9.2*	3	0.9

5 consecutive records from above, for reference:
SMILES	L major viab	TNAP inh no acc	TNAP inh hiacc	FLuc inhib CS	bIAP inh	TNAP act hiacc	bIAP act	RAM inhibit	APP 5UTR inh	FLuc act counter
CC(C)c1ccc(NC(=O)C2CCCN(S(=O)(=O)c3cnc[nH]3)C2)cc1 (stereo not given)	-6	-11	-6	-2	10	1.1	0.9	0.8	4	1
CC1=C(C(=O)OCC2CCCO2)C(c2ccccc2)NC(=O)N1 (stereo not given)	-3	-8	-2	-4	7	1	0.9	0.5	5	1
COc1ccc(-c2coc3cc4oc(=O)cc(-c5ccccc5)c4cc23)cc1F	11	-4	1	-2	-14	1	1.1	7.4	90*	1
Cc1ccc(CCN2CC(C(=O)NCCCN(C)Cc3ccccc3)CC2=O)cc1 (stereo not given)	6	-2	5	-3	-11	1	1.1	0.0	/	1
CNC(=O)CS(=O)(=O)CC(=O)Nc1cc(OCCOC)c(Cl)cc1Cl	-2	-12	-7	-6	-1	1.1	1	2.0	-10	1.1

Following part:
SMILES	L major viab	TNAP inh no acc	TNAP inh hiacc	FLuc inhib CS	bIAP inh	TNAP act hiacc	bIAP act	RAM inhibit	APP 5UTR inh	FLuc act counter
O=C(NCC(c1ccc(F)cc1)N1CCOCC1)c1cc(F)c(F)c(F)c1F (stereo not given)	-3	-21	-5	-4	1	1	1	2.3	-10	1
CCCC(CCC)C(=O)NC1CCN(Cc2ccccc2)CC1	88*	-7	-6	-6	-17	1.1	1.2	0.9	10	1.1
COc1ccc(-n2c(/C=C(\C)O)nc(=O)c3c(C)cc(C)nc32)cc1	-1	-1	0	1	-12	1	1.1	4.5	13	1
C/C(N)=C(/C#N)C(=O)COC(=O)c1ccccc1Oc1ccccc1	29	-12	0	-6	4	1	1	2.6	-8	1.1
CCN(CC)CCNC(C(=O)Nc1cc(C(F)(F)F)ccc1Cl)c1ccccc1 (stereo not given)	2	-16	-7	-6	8	1.1	0.9	-0.6	-13	1.1
CC(C)N1C(=O)C2ON(c3ccccc3)C(c3cccs3)C2C1=O (stereo not given)	15	-7	-3	-4	6	1	0.9	0.7	13	1
CC(C)c1ccc(NC(=O)C(c2ccccc2)N2CCN(C(=O)c3ccco3)CC2)cc1 (stereo not given)	28	-24	6	5	-48	0.9	1.5	0.1	-33	0.9
CC(=O)Cc1nsc(NC(=O)c2ccc(-c3ccc(F)cc3)o2)n1	-1	-6	-4	44	9	1	0.9	6.7	-1	0.6
CCOc1ccc(NC(=O)C2CCN(C(=O)NC3CCCCC3)CC2)cc1	-5	-1	7	-2	-1	0.9	1	0.5	-8	1
Cc1ccc(/C=C(\C#N)C(=O)Nc2c(C)cccc2C)s1	0	-17	3	-2	2	1	1	0.9	1	1
C/C(=N\NC(=O)COc1ccc(C(C)(C)C)cc1)c1ccc(-n2ccnc2)cc1	52*	-11	0	80*	7	1	0.9	-0.1	-33	0.2
C=CCOC(=O)C1=C(C)NC(=O)NC1c1ccc(OC(=O)c2ccco2)c(OC)c1 (stereo not given)	9	-5	-5	-7	-3	1.1	1	0.2	9	1.1
COc1cccc(-n2c(C)nc3cc(C(=O)O)ccc32)c1	-8	-8	-4	2	31	1	0.7	1.0	-3	1
COc1ccccc1C1C(C(=O)NCc2ccccc2)=C(C)Nc2ncnn21 (stereo not given)	-9	-6	-1	2	-2	1	1	0.9	1	1
COc1ccccc1NC1=NCC(=O)N1Cc1ccccc1	-6	-11	3	0	8	1	0.9	2.5	-5	1
O=S(=O)(c1ccc(Cl)cc1)c1cnc(-c2cccnc2)nc1-c1ccccc1	-1	-9	-3	-6	-5	1	1	-0.5	4	1.1
